# GRP78 ERSR act: qHTS for Inducers of the Endoplasmic Reticulum Stress Response (ERSR) in Human Glioma: qHTS; actives 0.02% (n = 420,000); U87-MG GRP78 promoter luciferase reporter, 16 h; Potency, µM, for inactives: at the highest dose activation, usual class: activators; further: potency means the concentration at half of the fitted maximal effect; series mostly up to about 76 µM; % of control where 0% means no effect; nearly all actives have a fitted effect of over 35% in size
#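 Stably transfected U87-MG human glioma cells carrying a GRP78-based luminescent sensor were seeded at 1000 cells/well, pin-dosed with compounds and incubated 16 h. Luciferase reagent was then added, and end-point luminescence was read after 10 min at room temperature.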
# D1 antag: Antagonist of Human D 1 Dopamine Receptor: qHTS. HEK293 TREx D1 cells, calcium flux, dopamine EC80; active compounds read low. activity change, negative = inhibition, % at 10 µM. actives 3.2% (n = 360,000); in the data active means activity change below about -30%; further: on the % scale 0 is the no-effect control and ±100 the full control effect
#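 Allosteric or orthosteric antagonism assessed as attenuation of the calcium response to EC80 dopamine, added 180 s after compound, in induced HEK293 Trex D1 cells loaded with no-wash calcium dye.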
# RXFP1 antag: qHTS Assay for Antagonists of the Relaxin Receptor RXFP1; Relaxin receptor 1 (Homo sapiens), Q9HBX9; HEK293-RXFP1, relaxin-stimulated cAMP HTRF, 30 min; active compounds read low; activity change, negative = inhibition, % at 57.5 µM; actives 0.59% (n = 350,000);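 active means activity change of -60% or lower, but not beyond a set lower limit; inconclusive means change between -60% and -40%, or beyond the set limit; inactive means change above -40%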; further: on the % scale 0 is the no-effect control and ±100 the full control effect
# D1 PAM: Potentiators of Human D1 Dopamine Receptor: qHTS; AID 504651, 2011; HEK293 TREx D1 cells, calcium flux, dopamine EC20 potentiation; D(1A) dopamine receptor (Homo sapiens), P21728; potentiation, % at 10 µM; actives 0.036% (n = 360,000); in the data active means potentiation above about 30%; further: 0% is about no effect
# D1 ag: Allosteric Agonists of the Human D1 Dopamine Receptor: qHTS; HEK293 T-REx D1 cells, calcium flux, agonist mode; AID 504660, 2011; actives 1% (n = 360,000); activation, % at 2 µM; D(1A) dopamine receptor (Homo sapiens), P21728; in the data active means activation above about 30%; further: 0% is about no effect
#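 Inducible HEK293 T-REx D1 cells, force-coupled to calcium signalling, were plated at 4000 cells/well with tetracycline and held overnight at 30 C. After no-wash calcium dye loading, compound-evoked calcium rise over 180 s flagged agonists.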
# Vif-APOBEC3F blk: qHTS for Inhibitors of Vif-A3F Interactions: qHTS | HeLa A3F-eYFP + Vif (tagged APOBEC3F with the HIV-1 protein that degrades it), YFP fluorescence increase | Potency, µM (top dose mostly 46.1 µM), inactives show top-dose activity, negative = active | actives 0.2% (n = 390,000); further: potency means the concentration at half of the fitted maximal effect; % of control where 0% means no effect; nearly all actives have a fitted effect of over 65% in size
#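 Fluorescence increase (Ex 488/Em 500-530) after overnight compound treatment at 37 deg C flags inhibition of Vif-driven A3F-eYFP loss in stable HeLa A3F-eYFP/Vif cells seeded overnight beforehand.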
# Vif-A3G inh: qHTS for Inhibitors of Vif-A3G Interactions: qHTS. actives 0.076% (n = 410,000). AID 602310, 2012. HeLa A3G-eYFP + Vif (tagged APOBEC3G with the HIV-1 protein that degrades it), YFP fluorescence, overnight. Potency, µM (series often up to 46.1 µM), without a hit: at the highest dose activity, negative = active, usual class: inhibitors. DNA dC->dU-editing enzyme APOBEC-3G (Homo sapiens), Q9HC16;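 further: potency means the concentration at half of the fitted maximal effect; on the % scale 0 is the no-effect control and ±100 the full control effect; nearly all actives have a fitted effect of over 60% in size; hits raise eYFP signal because A3G escapes Vif-driven loss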
# Target sequence (Q9HC16 whole entry, looked up): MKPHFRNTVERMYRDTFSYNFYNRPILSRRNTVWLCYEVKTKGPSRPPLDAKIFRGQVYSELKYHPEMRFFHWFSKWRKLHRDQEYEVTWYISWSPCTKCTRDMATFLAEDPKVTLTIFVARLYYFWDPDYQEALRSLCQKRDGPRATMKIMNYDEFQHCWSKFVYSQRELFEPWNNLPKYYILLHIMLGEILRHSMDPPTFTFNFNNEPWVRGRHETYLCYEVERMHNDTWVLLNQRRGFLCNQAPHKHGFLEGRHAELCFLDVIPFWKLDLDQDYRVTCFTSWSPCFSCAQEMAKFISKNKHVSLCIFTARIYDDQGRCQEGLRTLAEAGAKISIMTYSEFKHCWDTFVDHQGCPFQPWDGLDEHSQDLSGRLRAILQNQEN
#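 Read-out is eYFP fluorescence (Ex 488/Em 500-530) from Vif-expressing HeLa A3G-eYFP cells; more signal means A3G escaped Vif-mediated degradation. Cells plated overnight, compound pinned in, incubated overnight at 37 deg C.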
# D2 PAM: HTS Assay for Positive Allosteric Modulators of the Human D2 Dopamine Receptor: Primary Screen for Potentiators; D(2) dopamine receptor (Homo sapiens), P14416; HEK293 T-REx D2, calcium flux, EC20 dopamine potentiation; potentiation, % at 10 µM; actives 0.34% (n = 340,000);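 active means potentiation over 3 SD above the plate norm, cut at about 30% in these data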; further: 0% is about no effect
# Target sequence (P14416 whole entry, looked up): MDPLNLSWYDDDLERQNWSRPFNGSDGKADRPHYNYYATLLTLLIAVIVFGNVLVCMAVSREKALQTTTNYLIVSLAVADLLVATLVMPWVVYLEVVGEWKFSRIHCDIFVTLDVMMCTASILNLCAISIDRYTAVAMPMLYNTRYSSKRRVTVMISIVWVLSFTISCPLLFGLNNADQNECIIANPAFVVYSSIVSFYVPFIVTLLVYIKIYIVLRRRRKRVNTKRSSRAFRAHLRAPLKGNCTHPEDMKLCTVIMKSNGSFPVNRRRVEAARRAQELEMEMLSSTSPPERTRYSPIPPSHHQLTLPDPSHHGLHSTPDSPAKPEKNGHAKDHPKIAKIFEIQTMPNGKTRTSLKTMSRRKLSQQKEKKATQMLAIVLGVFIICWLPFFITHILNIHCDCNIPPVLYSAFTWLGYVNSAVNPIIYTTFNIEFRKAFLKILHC
#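 Tetracycline-induced HEK293 T-REx cells force-coupled to calcium signalling expressed D2; compounds were pin-added after a 10 s baseline, read kinetically 180 s, then an EC20 dopamine challenge followed with a further 180 s calcium read.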
# RXFP1 agonist: qHTS Assay for Agonists of the Relaxin Receptor RXFP1; AID 2676, 2010; actives 0.3% (n = 370,000); Potency, µM (doses to about 57.5 µM), inactives show at the highest dose activation, usual class: activators; HEK293T-RXFP1 cAMP TR-FRET, 30 min; response scale: percent of porcine relaxin response, buffer zero; further: potency means the concentration at half of the fitted maximal effect; on the % scale 0 is the no-effect control and ±100 the full control effect; nearly all actives have a fitted effect of over 60% in size; many of its hits are not listed in these tables
#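 HEK293 cells stably expressing RXFP1, treated 30 min at 37C with compounds plus PDE4 inhibitor Ro 20174; cAMP measured by HTRF TR-FRET. Normalized to buffer and 29 nM porcine relaxin; EC50 by Hill fit.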
# Starred values were filed as active, the others as inactive; ? = inconclusive; / = no result given. Unless noted, the call rests on the fitted dose curve; in most records, active means well fitted curve in the direction sought with a large enough effect; inconclusive means small, poorly fitted or top-dose-only effect, or another doubt; inactive means no such curve, though single readings can be large; an effect the other way counts as inactive or inconclusive. Only part of the results is shown; the hit share may differ from the screen's.
SMILES,GRP78 ERSR act,D1 antag,RXFP1 antag,D1 PAM,D1 ag,Vif-APOBEC3F blk,Vif-A3G inh,D2 PAM,RXFP1 agonist
Cc1ccc(C(=O)N2CCC(N3CCC(C(=O)N4CCOCC4)CC3)CC2)cc1C,-4%,4,0,-1,0,2%,-1%,1,1.6%
CCN(CC)S(=O)(=O)c1ccc2c(c1)c(=O)c(C(=O)NCc1ccccc1OC)cn2C,-3%,-5,/,1,4,3%,-1%,/,4.8%
COc1ccc(/C=C(\NC(=O)c2ccco2)C(=O)Nc2ccc(C(C)=O)cc2)cc1,-4%,1,2,-4,1,-19%,0%,1,0.6%
COc1ccc(NC(=O)Cn2c(=O)n(Cc3ccc4c(c3)OCO4)c(=O)c3ccc(C(=O)NC4CCCCC4)cc32)cc1,-3%,-25,/,0,1,3%,3%,-3,12%
Cc1nc2ccccc2c(=O)n1/N=C/c1cccs1,9%,-25,-10,-5,-1,-7%,1%,8,1.6%
COc1ccc2[nH]c(C)c(CN3CCCCC3)c(=O)c2c1,-4%,-1,-7,4,0,0%,-1%,13,-0.5%
Cc1ccc(NC(=O)c2sc3nc4n(c(=O)c3c2C)CCCCC4)c(Br)c1,-2%,-2,-10,1,-1,5%,-3%,2,0.9%
COC(=O)[C@@H]1CC[C@@](C)(c2ccc(OC)cc2)C1(C)C,-6%,1,/,-3,5,4%,-4%,-5,0.4%
Cc1cc(C)c(C)c(S(=O)(=O)NCCCN2CCCC2=O)c1C,-4%,12,0,11,8,5%,0%,17,-1.0%
O[C@@H]1CN(Cc2cccs2)[C@@H](c2ccccc2)C[C@H]1n1cc(-c2ccc(F)cc2)nn1,-6%,/,-25,/,/,-28%,-5%,/,/
c1ccc(CNc2ccccn2)cc1,-1%,-8,-2,-4,-4,-1%,12%,-2,4.2%
CCOCc1cnc(C)nc1NCC(=O)c1c(C)[nH]c2cc(C)ccc12,-4%,27,2,2,2,1%,4%,11,-0.9%
COC(=O)N/N=C/c1cc(Br)ccc1O,0%,6,3,5,-1,-25%,-12%,0,-2.4%
Cc1c2cc[n+](CCN3CCCCC3)cc2c(C)c2c1[nH]c1ccc(O)cc12,-2%,/,-2,/,/,11%,0%,/,/
COc1ccc(-c2oc3ncn4nc(COc5c(C)cccc5C)nc4c3c2-c2ccc(OC)cc2)cc1,-1%,6,0,3,-2,2%,-2%,0,7.0%
COc1ccc(C2(C)NC(=O)N(CC(=O)Nc3ccc4[nH]c(=O)[nH]c4c3)C2=O)cc1 (stereo not given),-3%,-26,-5,-2,3,1%,-1%,-6,0.6%
COc1ccc(OC)c(S(=O)(=O)N/N=C\c2c[nH]c3ccccc23)c1,-5%,-23,-13,-6,3,-16%,-20%,12,5.8%
O=C(CN1CCN(S(=O)(=O)c2ccc(F)cc2)CC1)N1CCOCC1,-3%,8,-5,-1,2,1%,0%,9,1.7%
CC(C)(C)c1ccc(C(=O)NCC(=O)N2CCC3(CC2)NCCc2[nH]cnc23)cc1,-5%,10,13,-1,4,6%,0%,14,3.5%
CCN1CCN(c2ccc(S(=O)(=O)N3CCOCC3)cc2NC(=O)c2ccc(C)c(C)c2)CC1,-3%,-9,-15,-2,0,?,0%,2,1.9%
Cc1sc2ncnc(SCC(=O)NC3CCS(=O)(=O)C3)c2c1C (stereo not given),-6%,/,4,/,/,-3%,-2%,/,/
COc1ccc(OC)c(-c2csc(NC(=O)Cn3[nH]c(=O)c4ccccc4c3=O)n2)c1,-6%,1,-22,-3,7,-21%,-22%,0,14%
Cc1ccc(C)c(N2CCN(C(=O)c3ccc4nc(-c5ccco5)c(-c5ccco5)nc4c3)CC2)c1,-3%,-4,4,-2,1,1%,3%,1,1.1%
COc1ccc(N2CCN(Cc3cc(=O)c(OCC(=O)Nc4ccccc4)co3)CC2)cc1,-2%,-4,-15,-9,1,8%,0%,2,0.3%
COc1cc(C)nc(N(Cc2ccccc2)S(=O)(=O)c2ccc(C)cc2)n1,-5%,2,-3,-10,7,0%,0%,-7,5.7%
# Following part
SMILES,GRP78 ERSR act,D1 antag,RXFP1 antag,D1 PAM,D1 ag,Vif-APOBEC3F blk,Vif-A3G inh,D2 PAM,RXFP1 agonist
C/C(=C\C(=O)C(F)(F)F)Nc1cc(C)cc(C)c1,-2%,10,4,0,2,2%,1%,12,0.3%
O=C(N/N=C/c1cn(-c2ccccc2)nc1-c1cc2ccccc2o1)c1c[nH]c2ccccc12,3%,-19,0,-2,5,1%,3%,4,-1.2%
CCN(CC)CC(=O)Nc1sc(C)cc1C(=O)c1ccc(C)cc1,-4%,12,-2,6,8,9%,0%,3,-1.6%
CCOc1cc(C(=O)NCc2ccc3c(c2)CCN3C(=O)CC)cc(OCC)c1OCC,-1%,-13,/,-1,3,-10%,-5%,-4,-1.2%
Cc1nc2sc(C(c3ccccc3)N3CC(C)OC(C)C3)c(O)n2n1 (stereo not given),-3%,7,-5,-2,4,-7%,0%,2,-0.1%
CCN(CC)C(=O)C1CCN(Cc2ccc(OCc3ccccc3)c(OC)c2)CC1,-2%,30,2,1,4,2%,1%,/,1.0%
O=C(N/C(=C\c1ccccc1)C(=O)N1CCCCC1)c1ccco1,-4%,3,5,/,2,10%,1%,4,0.9%
COCCNC(=O)CN(C(=O)CCC(=O)Nc1cc(C)on1)c1ccccc1C,-2%,11,-10,7,-1,-11%,1%,17,-0.1%
O=C(NCC(=O)N(c1ccc(F)cc1)C(C(=O)NC1CCCC1)c1cccnc1)c1cccs1 (stereo not given),-2%,-1,3,1,1,-6%,-3%,-3,2.9%
CCn1c(SCC(=O)Nc2cc(C)on2)nc2c1c(=O)n(C)c(=O)n2C,-1%,0,16,4,0,-3%,-3%,/,12%
CCCCNC(=S)N1CCn2cccc2C1c1ccccc1 (stereo not given),2%,-10,4,-2,5,15%,1%,10,-0.1%
Cc1ccc(-n2cc(CNC(C)Cn3cncn3)c(-c3ccc(F)cc3)n2)cc1 (stereo not given),3%,10,-27,-2,4,9%,7%,5,-0.2%
O=C(CCCCCn1c(=O)c2sccc2n(Cc2ccccc2Cl)c1=O)NCc1ccc2c(c1)OCO2,2%,-24,-6,0,-2,-18%,-2%,3,32µM*
CC(C)NC(=O)CSc1nc(Cc2ccccc2)nc2ccccc12,-7%,1,13,0,0,-14%,-16%,3,15%
Cc1ccccc1C1NS(=O)(=O)N=C1N (stereo not given),0%,-1,0,-5,3,-5%,-11%,-2,0.0%
COC(=O)C1=C(C)Nc2nnnn2C1c1ccccc1Cl (stereo not given),-4%,-2,-6,3,3,-6%,-1%,6,-1.2%
Cc1ccc(NNC(=O)c2cccs2)cc1Cl,0%,3,-6,-7,1,10%,-28%,-3,1.3%
CC12C=CC3(CN(Cc4ccccc4)C(=O)C3C1C(=O)NCc1ccco1)O2 (stereo not given),6%,14,-28,1,1,-1%,0%,6,-0.1%
Cn1c(C(=O)OC(C(=O)NCC2CCCO2)c2cccnc2)cc2sccc21 (stereo not given),-3%,-2,-4,2,1,-3%,-4%,13,-0.1%
CC1CCC(NC(=O)C2(C)Cc3ccccc3C(=O)N2Cc2ccc(F)cc2)CC1 (stereo not given),/,-6,8,-5,6,/,/,-1,1.9%
COC(=O)C(CCSC)Nc1ncnc2onc(-c3ccc(F)cc3)c12 (stereo not given),-2%,-12,-21,2,1,?,-23%,1,2.7%
COc1ccc2c(c1)C(C)=CC(C)(C)N2C(=O)CNCc1ccc2c(c1)OCO2,-5%,-17,-11,0,0,0%,1%,-7,3.4%
COc1ccccc1Nc1ncc(C(C)=O)c(C)n1,2%,-11,-23,-2,0,3%,-2%,2,-0.4%
CC(C)NS(=O)(=O)c1ccc(NC(=S)NC(=O)c2ccc(-c3ccccc3)cc2)cc1,-1%,-9,18,1,4,-6%,1%,-14,-0.1%
CCOC(=O)COc1ccc(S(=O)(=O)NC2CC2)cc1,-5%,4,10,-1,1,-15%,0%,4,2.1%

# Complete entries from above. Values in the order: GRP78 ERSR act | D1 antag | RXFP1 antag | D1 PAM | D1 ag | Vif-APOBEC3F blk | Vif-A3G inh | D2 PAM | RXFP1 agonist
# COC(=O)C1=C(C)Nc2nnnn2C1c1ccccc1Cl (stereo not given) across the screens: -4% | -2 | -6 | 3 | 3 | -6% | -1% | 6 | -1.2%
# C/C(=C\C(=O)C(F)(F)F)Nc1cc(C)cc(C)c1 across the screens: -2% | 10 | 4 | 0 | 2 | 2% | 1% | 12 | 0.3%
# CCOc1cc(C(=O)NCc2ccc3c(c2)CCN3C(=O)CC)cc(OCC)c1OCC across the screens: -1% | -13 | / | -1 | 3 | -10% | -5% | -4 | -1.2%
# O=C(CCCCCn1c(=O)c2sccc2n(Cc2ccccc2Cl)c1=O)NCc1ccc2c(c1)OCO2 across the screens: 2% | -24 | -6 | 0 | -2 | -18% | -2% | 3 | 32µM*

# More results follow:
SMILES,GRP78 ERSR act,D1 antag,RXFP1 antag,D1 PAM,D1 ag,Vif-APOBEC3F blk,Vif-A3G inh,D2 PAM,RXFP1 agonist
COc1ccc(OC)c(CNC(=O)C2CCCN(c3nc4ccccc4o3)C2)c1 (stereo not given),-5%,8,24,1,2,-2%,-8%,13,0.7%
COc1cccc(N=Nc2c(N)[nH]n3c(=O)c4c(nc23)CCCC4)c1,-4%,4,-17,1,2,-4%,-23%,10,7.9%
Cc1ccc(C)c(CSc2nc3c([nH]c4ccccc43)c(=O)n2C)c1,-2%,6,1,-2,1,-4%,-1%,-5,0.5%
Cc1ccc(CCN2CC(C(=O)N3CCN(c4ccc(F)cc4)CC3)CC2=O)cc1 (stereo not given),0%,13,-18,-5,3,-1%,-1%,-1,-2.5%
O=C(CCc1nc2ccccc2c(=O)[nH]1)Nc1ccc(F)c([N+](=O)[O-])c1,-4%,19,-3,-12,2,-9%,3%,13,4.4%
CCOC(=O)c1ccc(S(=O)(=O)N2CCN(S(=O)(=O)CC)CC2)cc1,-4%,-2,0,-2,-1,1%,-1%,5,0.9%

# Source: PubChem BioAssay
